# TRPC4 block = TRPC4 (mouse) channel inhibition | Q9QUQ5 | HEK293 TRPC4beta/mu-opioid, DAMGO-evoked Fluo4 calcium flux; active compounds read low | B-score at 10 µM | 300,000 compounds, 0.39% hits | AID 2247;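 active = B-score over 3 SD under the library average, no early fluorescence shift, positive overall ratio signal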
#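 Material: HEK293 cells with stable TRPC4beta plus mu-opioid receptor expression; probe or stimulus: DAMGO in two steps, submaximal then maximal; technique: Fluo4 calcium fluorescence by kinetic imaging, 5 s 1 Hz baseline; measure: integrated fluorescence ratio relative to baseline, converted to per-well B score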
# Platelet DG rel = modulates dense granule release in human platelets; human platelet-rich plasma, SFLLRN dense granule ATP release, luminescence; inhibition, %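 (compounds screened at 7.5 µM in platelet-rich plasma)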; 300,000 compounds, 0.22% hits;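 active = mean replicate score, as percent of positive control, at or above 50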
# SKKanGAS inh = blocks kanamycin growth of S. pyogenes SKKanGAS strain; inhibition, % at 7.5 µM; 300,000 compounds, 1.3% hits; BacTiter-Glo, 6 h; AID 1662;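 active = mean replicate score, as percent of positive control median, at least 50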;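 note: strain carries kanamycin resistance gene driven by streptokinase promoter and grows in 40 µg/ml kanamycin; loss of luminescence reflects streptokinase promoter inhibition or plain growth inhibition; 0% = median of DMSO wells and 100% = positive control at its reference dose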
# RGS4 pot = potentiators or activators of RGS4; B-score at 10 µM; HEK293 M3R/inducible RGS4, carbachol calcium flux Fluo4; active compounds read low; AID 463111; 310,000 compounds, 0.92% hits;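 active = B-score of the integrated calcium signal more than 4 SD below the library mean, with starting fluorescence not abnormally high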;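 note: negative B-score means reduced calcium response which marks RGS4 activation or potentiation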
#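 Material: Inducible-RGS4 HEK293 cells carrying M3 receptor; also added: carbachol at ECmax as muscarinic agonist stimulus; incubation: compound preincubation 20 min at room temperature before agonist; signal: Fluo4-AM (2 µM) calcium-flux fluorescence, kinetic read; measure: integrated calcium ratio converted to B score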
# HIF activator = HIF pathway transcriptional activation | activation, % at 7.5 µM (by protocol) | U2OS HRE-luciferase reporter, luminescence; normalized: DMSO 0%, desferrioxamine 100% | 300,000 compounds, 0.32% hits;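 active = mean activation of at least 10% of the iron chelator positive control signal, with at least half of replicates also reaching 10%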
# TRPC6 act = activates the mouse TRPC6 cation channel. AID 2550. 310,000 compounds, 0.13% hits. HEK293-TRPC6 membrane potential dye fluorescence; active compounds read high. B-score at 10 µM. Q61143;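 active = B-score of the integrated fluorescence ratio above library mean plus 3 SD, and starting fluorescence ratio within library mean plus 5 SD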;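 note: higher score means more depolarization so channel activation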
# TRPC6 inh = mouse TRPC6 channel inhibition; 310,000 compounds, 1.1% hits; B-score at 10 µM; Q61143; HEK293-TRPC6, membrane potential dye, ACh-evoked depolarization; active compounds read low; AID 2553;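 active = B-score under library mean minus 3 SD, initial fluorescence not abnormally high, positive integrated signal ratio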;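 note: B-score derived from integrated fluorescence ratio over the kinetic read; more negative B-score means stronger inhibition of depolarization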
# MrgX1 agonist = activates human MrgX1 receptor signaling. B-score at 10 µM. AID 588627. 310,000 compounds, 0.44% hits. Q96LB2. MrgX1-HEK293 cells, Fluo-4 calcium fluorescence, agonist mode; active compounds read high;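 active = calcium response B-score plate-corrected fluorescence ratio at least 3 library SD, with starting fluorescence B-score inside 5 SD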
# Target sequence (Q96LB2 whole entry, looked up): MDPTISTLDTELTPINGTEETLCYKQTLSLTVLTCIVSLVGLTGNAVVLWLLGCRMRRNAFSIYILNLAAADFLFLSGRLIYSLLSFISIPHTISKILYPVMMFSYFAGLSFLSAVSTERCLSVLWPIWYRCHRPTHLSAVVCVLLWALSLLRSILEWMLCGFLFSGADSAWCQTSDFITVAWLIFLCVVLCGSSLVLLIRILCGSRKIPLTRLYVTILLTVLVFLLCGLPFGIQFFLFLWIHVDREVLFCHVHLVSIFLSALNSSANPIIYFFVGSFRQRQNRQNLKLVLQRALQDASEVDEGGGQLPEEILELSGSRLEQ
#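 Material: HEK293 cells stably expressing human MrgX1 receptor | Quantity: 15,000 cells per well | Times: Cells plated overnight, dye loaded 0.5 h 37 °C, 0.5 h room temperature | Measured by: Kinetic Fluo-4 NW fluorescence of intracellular calcium | Control set: Positive and negative controls per plate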
# MrgX1 allo act = allosterically activates human MrgX1 receptor signaling | MrgX1-HEK293, Fluo-4 calcium flux, FDSS; active compounds read high | 310,000 compounds, 0.63% hits | B-score at 10 µM | Q96LB2;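 active = plate-corrected calcium response at least 3 library SD above typical, normal starting fluorescence, not activating the receptor alone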;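 note: compound read alongside a low EC10 to EC30 dose of BAM8-22 agonist; peak minus trough fluorescence over baseline measured at the second addition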
# RGS4 block = human RGS4 inhibition | HEK293 M3R/RGS4 inducible, Fluo-4 calcium flux; active compounds read high; triggered by carbachol at its EC20 | B-score at 10 µM | 310,000 compounds, 0.45% hits;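 active = B-score, a plate-corrected calcium signal, over three deviations above library mean, with baseline fluorescence within five deviations of library mean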;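 note: RGS4 expression induced by doxycycline in cells with stable M3 receptor; B-score is computed from the integrated fluorescence ratio over baseline after carbachol; higher B-score means a larger calcium signal and so more RGS4 inhibition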
# Target sequence (P49798 whole entry, looked up): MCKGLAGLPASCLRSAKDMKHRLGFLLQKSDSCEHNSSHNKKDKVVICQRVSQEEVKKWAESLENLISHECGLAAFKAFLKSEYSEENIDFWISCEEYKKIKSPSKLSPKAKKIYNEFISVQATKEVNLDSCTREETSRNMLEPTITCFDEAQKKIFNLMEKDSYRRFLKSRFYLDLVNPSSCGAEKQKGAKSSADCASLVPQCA
# MrgX1 antag = blocks BAM8-22 activation of human MrgX1 receptor. 310,000 compounds, 1.3% hits. B-score at 10 µM. MRGX1-HEK293 calcium flux, Fluo-4, BAM8-22 antagonism; active compounds read low. Q96LB2;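 active = calcium-response B-score plate-corrected more than 3 library SD below zero, starting fluorescence within 5 deviations, no agonist response on first addition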;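 note: peak minus trough fluorescence over baseline after final BAM8-22 challenge near maximal dose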
# The depositor's hits bear a star; i = inactive; . = not tested or not shown.
SMILES,TRPC4 block,Platelet DG rel,SKKanGAS inh,RGS4 pot,HIF activator,TRPC6 act,TRPC6 inh,MrgX1 agonist,MrgX1 allo act,RGS4 block,MrgX1 antag
O=C(Cn1c(N2CCN(c3ccccc3)CC2)nc2ccccc21)c1ccccc1,i,0,11,i,0.8,i,i,i,i,i,i
O=[N+]([O-])c1ccc(Sc2cccc[n+]2[O-])c2nonc12,i,20,102*,-8.4*,-4.8,i,i,.,.,i,.
CC(=O)c1ccc(S(=O)(=O)N2CCC3(CC2)OCCO3)cc1,i,-3,-2,i,-1.0,i,i,i,i,i,i
COc1ccc(CCNC(=O)c2ccc(NS(=O)(=O)c3c(C)noc3C)cc2)cc1OC,i,3,1,i,1.1,i,i,i,i,i,i
CSc1ncc(C(=O)Nc2ccccc2)cn1,i,-3,-7,i,-0.5,i,i,i,i,i,i
COCCOC(=O)C1=C(C)NC(=S)NC1/C=C/c1ccccc1 (configuration not stated),i,-22,-16,i,0.1,i,i,i,i,i,i
O=C(c1ccc(Cl)cc1)C1CCCN(C(=O)/C=C/c2ccccn2)C1 (configuration not stated),i,1,13,i,-0.6,i,i,i,i,i,i
O=C(O)c1cc(NC(=O)c2cccc(C(=O)Nc3cc(C(=O)O)cc(C(=O)O)c3)c2)cc(C(=O)O)c1,i,-1,3,i,-1.6,i,i,i,i,i,i
Cc1cc(N=Nc2ccccc2)c(NCC(O)C(O)C(O)CO)cc1C (configuration not stated),i,-7,8,i,-1.9,i,-8.1*,i,i,9.6*,i
CN1N=C2c3ccccc3CCCC2C1c1ccc(F)cc1 (configuration not stated),i,14,-5,i,5.2,i,i,i,i,i,i
Cc1cc(C)c2nc(N3CCC(C(=O)NCc4ccccn4)CC3)sc2c1,i,-9,-16,i,1.7,i,i,i,i,i,i
Oc1ccc(N=Cc2ccc(O)c(O)c2)cc1,i,-4,20,i,1.4,i,i,i,i,i,i
CNC(=O)c1csc(-c2cccs2)n1,i,-2,-6,i,0.2,i,i,i,i,i,i
COc1cc(S(=O)(=O)Nc2c(C)nn(C)c2C)ccc1NC(C)=O,i,-1,-3,i,-1.8,i,i,i,i,i,i
Cc1ccccc1C(=O)N1CCC(C(=O)Nc2ccc(C(C)C)cc2)CC1,i,1,0,i,-1.0,i,i,i,i,i,i
O=C(COc1ccc2c3c(c(=O)oc2c1)CCC3)Nc1ccc(CN2CCOCC2)cc1,i,3,13,i,-0.1,i,i,i,i,i,i
CCCCC1NC(=S)N(C2CCCCC2)C1=O (configuration not stated),i,-13,3,i,-0.4,i,i,i,i,i,i
COc1ccccc1CN1CC(=O)N2CSC[C@H]2C1=O,i,-5,-3,i,-30,i,i,i,i,i,i
Cn1c(=S)n(C)c2ccccc21,i,-1,1,i,0.3,i,i,i,i,i,i
CCC(=O)c1ccccc1OCC(=O)Nc1c(C)cccc1C,i,-7,3,i,-0.5,i,i,i,i,i,i
COc1ccc(NC(=O)CSc2ccccc2)cc1S(=O)(=O)N1CCCCC1,i,3,1,i,0.3,i,i,i,i,i,i
Cc1ccc(S(=O)(=O)N2CCN(CCO)CC2)cc1-c1nnc2c3ccccc3c(C)nn12,i,30,3,i,-0.3,i,i,i,i,i,i
CCCCc1c(O)nc(SCC(=O)N2CCCCC2)[nH]c1=O,i,-7,9,i,-39,i,i,i,i,i,i
COc1ccc(CNC(=O)Nc2cccs2)cc1OC,i,-4,-1,i,-0.5,i,i,i,i,i,i
CCN1CCN(C(=O)CCNC(=O)Cn2ccc3ccccc3c2=O)CC1,i,-1,-6,i,-0.1,i,i,i,i,i,i
CCN(CC)CC(=O)Nc1c(Br)ccc2c1OCO2,i,-5,-1,i,0.0,i,i,i,i,i,i
CNc1nc(-c2ccccc2)nnc1C(F)(F)F,i,1,6,i,0.1,i,i,i,i,i,i
O=C(NCCc1ccc(F)cc1)c1cccs1,.,2,-3,i,1.7,i,i,i,i,i,i
CC/C(=N\NC(=S)NC(C)C)c1ccc(OC)c(OC)c1,i,0,0,i,0.0,i,i,i,i,i,i
CCOC(=O)c1ccc(NS(=O)(=O)c2cn(C)cn2)cc1,i,4,0,i,0.0,i,i,i,i,i,i
COc1ccc2nc(N/C(N)=N/C(=S)Nc3ccc(C)c(C)c3)nc(C)c2c1,i,-25,14,i,-0.2,i,i,i,i,i,i
O=C(Nc1ccccc1Cl)c1ccccc1Cl,i,6,-4,i,-0.2,i,i,i,i,i,i
CC1=C(C(N)=O)C(c2ccccn2)n2nc(SCc3ccccc3Cl)nc2N1 (configuration not stated),i,0,6,i,-0.2,i,i,i,i,i,i
O=C(c1cc(COc2c(F)cccc2F)on1)N1CCN(C2CCCCC2)C(=O)C1,i,4,-1,i,0.2,i,i,i,i,i,i
CCOc1cccc(/C=N/NC(=O)c2ccc3c(c2)OCCO3)c1O,i,4,95*,i,12*,i,i,i,i,i,i
CC/C(C)=N/Nc1nc2c(c(=O)[nH]c(=O)n2C)n1Cc1ccccc1,i,25,13,i,0.5,i,i,i,i,i,i
Nc1ccccc1SCC(=O)N1CCc2ccccc21,i,-9,1,i,1.7,i,i,i,i,i,i
Cc1ccc(CNC(=O)c2cnc(-c3ccccn3)nc2C(F)(F)F)cc1,i,-7,-3,i,-53,i,i,i,i,i,i
O=C(NCSC1=NCCS1)c1ccccc1,i,0,-3,i,-0.2,i,i,i,i,i,-5.3*
COc1ccc(OC)c(NC(=O)C2=C(C)NC(=O)NC2c2cccs2)c1 (configuration not stated),i,.,.,i,.,i,i,i,i,i,i
CCNC(=O)c1oc2c(c1C)C(=O)CC(C)(C)C2,i,0,0,i,-0.3,i,i,i,i,i,i
Cn1nnc(NC(=O)/C=C/c2ccco2)n1,i,5,2,i,0.3,i,i,i,i,i,i
N#Cc1c(-c2ccc3c(c2)OCO3)ccn2nc(-c3cccc(C(F)(F)F)c3)nc12,i,-8,17,i,0.3,i,i,i,i,i,i
Cc1cccc(-c2nc(N)nc(N)n2)c1,i,-8,17,i,2.5,i,i,i,i,i,i
COc1ccc(NC(=O)COC(=O)CCCC2=NS(=O)(=O)c3ccccc3N2)cc1Cl,i,13,8,i,0.3,i,i,i,i,i,i
Cc1ccnc(NC(=O)c2oc3ccccc3c2C)c1,i,3,-19,i,-1.2,i,i,i,i,i,i
CCCOc1ccc(Cn2ccnc2)cc1[N+](=O)[O-],i,4,-2,i,0.2,i,i,i,i,i,i
Clc1ccccc1-c1nn2c(COc3ccccc3)nnc2s1,i,-5,17,i,.,i,i,i,i,i,i
O=C(O)c1cccc(N/N=C/c2ccc(F)c(F)c2)c1,i,3,6,i,2.3,i,i,i,i,i,i
CC1(/[N+]([O-])=C/c2ccccc2F)CCCCC1=O (configuration not stated),i,1,6,i,0.0,i,i,i,i,i,i

# The list continues:
SMILES,TRPC4 block,Platelet DG rel,SKKanGAS inh,RGS4 pot,HIF activator,TRPC6 act,TRPC6 inh,MrgX1 agonist,MrgX1 allo act,RGS4 block,MrgX1 antag
O=C(c1ccccc1)N1CCn2c1nc1ccccc12,i,5,2,i,0.8,i,i,i,i,i,i
Cc1cc(OCC(O)CNC(C)c2ccccc2)ccc1C(C)C (configuration not stated),i,-8,2,i,-13,i,i,i,i,i,i
COc1ccc(-c2noc(-c3cc(C)cc(C)c3)n2)cc1OC,i,14,-8,i,0.1,i,i,i,i,i,i
CC(Oc1ccccc1F)C(=O)NNC(=O)c1ccc(F)c(S(=O)(=O)N2CCOCC2)c1 (configuration not stated),i,4,10,i,0.5,i,i,i,i,i,i
CCN(CC)CC(=O)Nc1nc(-c2ccc(Cl)cc2)cs1,i,-12,-7,i,1.1,i,i,i,i,i,i
O=C(Cc1ccccc1F)Nc1nc(-c2cccs2)cs1,i,-7,25,i,4.1,i,i,i,i,i,i
CCOc1ccccc1C(=O)N1CCCCC1C (configuration not stated),i,1,4,i,-0.6,i,i,i,i,i,i
COc1ccc2c(c1)C=C([C@@H]1C[C@H]3CN(c4ccccc4)C(=O)[C@]34CCCN14)CO2,i,-9,-20,-10*,0.2,i,i,i,i,i,i
COc1ccccc1N(CC(=O)N/N=C/c1ccc(C(=O)O)cc1)S(=O)(=O)c1ccc(C)cc1,i,0,5,i,-0.5,i,i,i,i,i,i
COC(=O)c1ccc(OCC2c3cc(OC)c(OC)cc3CCN2C(=O)c2ccco2)cc1 (configuration not stated),i,2,18,i,-0.7,i,i,i,i,i,i
Cc1cccc(NCc2cccc3ccccc23)n1,i,-2,5,i,1.5,i,i,i,i,i,i
CCOC(=O)C(=O)Nc1cc(C(=O)OC)cc(C(=O)OC)c1,.,-1,0,i,-0.1,i,i,i,i,i,i

# Already shown: six of the compounds above.
SMILES,TRPC4 block,Platelet DG rel,SKKanGAS inh,RGS4 pot,HIF activator,TRPC6 act,TRPC6 inh,MrgX1 agonist,MrgX1 allo act,RGS4 block,MrgX1 antag
O=C(c1ccccc1)N1CCn2c1nc1ccccc12,i,5,2,i,0.8,i,i,i,i,i,i
Cc1cc(OCC(O)CNC(C)c2ccccc2)ccc1C(C)C (configuration not stated),i,-8,2,i,-13,i,i,i,i,i,i
COc1ccc(-c2noc(-c3cc(C)cc(C)c3)n2)cc1OC,i,14,-8,i,0.1,i,i,i,i,i,i
CC(Oc1ccccc1F)C(=O)NNC(=O)c1ccc(F)c(S(=O)(=O)N2CCOCC2)c1 (configuration not stated),i,4,10,i,0.5,i,i,i,i,i,i
CCN(CC)CC(=O)Nc1nc(-c2ccc(Cl)cc2)cs1,i,-12,-7,i,1.1,i,i,i,i,i,i
O=C(Cc1ccccc1F)Nc1nc(-c2cccs2)cs1,i,-7,25,i,4.1,i,i,i,i,i,i

# Bioassay records from PubChem.

# An unsorted share of the library (roughly 6.1% active in at least one column).
